ATXN2 expr inh = Primary qHTS for Inhibitors of ATXN expression; HEK-293 ATXN2-luciferase reporter, luminescence, 24 h; Potency, µM (doses to about 57 µM), without a hit: top-dose activity change, negative = inhibition, most hits filed as inhibitors; 0.72% of 360,000 active; also: potency is read from the fitted curve at half-maximal effect; % is scaled to controls: 0 for no effect and ±100 for the full control effect; nearly all actives have a fitted effect of over 55% in size
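ATXN2-luciferase reporter cells (luciferase flanked by upstream and downstream ATXN2 gene portions) were treated 24 h at 37 °C with compounds at up to 57 uM. SteadyGlo luminescence gave expression; GF-AFC fluorescence gave viability.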
KB-3-1 cytotox = qHTS assay for MDR1-selective chemotherapeutics: Primary screen using the parental adenocarcinoma cell KB-3-1 | 1.4% of 400,000 active | KB-3-1 viability, CellTiter-Glo ATP luminescence, 72 h | Potency, µM (top dose mostly 46.1 µM), for inactives: top-dose activity change, negative = cytotoxic, usual class: cytotoxic | AID 1347075, 2019; also: potency is read from the fitted curve at half-maximal effect; % is scaled to controls: 0 for no effect and ±100 for the full control effect; nearly all actives have a fitted effect of over 60% in size
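KB-3-1 parental drug-naive adenocarcinoma cells in DMEM/10% FBS, incubated 72 h at 37 C with pin-transferred compounds across a concentration series. Viability by CellTiter-Glo luminescence; concentration-response curves fitted after normalization.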
KB-V1 MDR tox = qHTS assay for MDR1-selective chemotherapeutics: Primary screen using the drug-selected MDR subline cells KB-V1. KB-V1 MDR cells viability, CellTiter-Glo, 72 h. Potency, µM (top dose mostly 46.1 µM), for inactives: at the top dose activity change, negative = cytotoxicity, hits mostly cytotoxic. 3.4% of 400,000 active. AID 1347076, 2019; also: potency is read from the fitted curve at half-maximal effect; % is scaled to controls: 0 for no effect and ±100 for the full control effect; nearly all actives have a fitted effect of over 60% in size
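Cells of the MDR subline KB-V1 are plated, dosed with compound at multiple concentrations, and incubated 72 h at 37 degrees C; CellTiter-Glo is then added and luminescence read after 10 min.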
MCF10A rereplic = A quantitative high throughput screen for small molecules that induce DNA re-replication in MCF 10a normal breast cells; MCF 10A DNA re-replication, Hoechst nuclear intensity, 48 h; Potency, µM (series often up to 46.1 µM), without a hit: top-dose activity, positive = re-replication, most hits filed as activators; 2.9% of 350,000 active; AID 624296, 2012; also: potency is read from the fitted curve at half-maximal effect; % of control where 0% means no effect; nearly all actives have a fitted effect of over 50% in size
IL1B secr inh = qHTS for Inhibitors of Inflammasome Signaling: IL-1-beta AlphaLISA Primary Screen. AID 743279, 2014. 4.7% of 360,000 active. THP-1 LPS/ATP IL-1B secretion, AlphaLISA, 16 h; active compounds read low. activity change, % at 57.5 µM; in the data active = activity change below about -50%; inconclusive = mostly about -30% to -49%; also: % is scaled to controls: 0 for no effect and ±100 for the full control effect
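Secreted IL-1B measured by AlphaLISA bead assay after 16 h compound exposure of THP-1 cells; compounds (final up to 57.5 uM) added 1 h before LPS (250 ng/mL) and ATP (1.25 mM) stimulation; lower signal means less secretion.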
SW480 rereplic = A quantitative high throughput screen for small molecules that induce DNA re-replication in SW480 colon adenocarcinoma cells | SW480 DNA re-replication, Hoechst DNA content imaging, 48 h | Potency, µM (highest dose often 46.1 µM), inactives show at the top dose re-replication activation, most hits filed as activators | 1.8% of 340,000 active | AID 624297, 2012; also: potency is read from the fitted curve at half-maximal effect; % of control where 0% means no effect; nearly all actives have a fitted effect of over 55% in size
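Per well, 250 cells were exposed to pinned compound for 48 hr. Nuclear DNA was visualised with Hoechst (40 min, 37 C) and total object intensity recorded by fluorescence scanning.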
ATXN viability = Viability Counterscreen for Primary qHTS for Inhibitors of ATXN expression; S2 cells (HEK-293 line with an ATXN2-luciferase reporter) viability, CellTiter-Fluor protease fluorescence, 24 h; Potency, µM (titrated, usually from 56.7 µM), usual class: cytotoxic; 0.49% of 400,000 active; AID 651635, 2014; also: potency is read from the fitted curve at half-maximal effect; nearly all actives have a fitted effect of over 40% in size
HT1080 IDH1KD tx = qHTS for induction of synthetic lethality in tumor cells producing 2HG: qHTS for the HT-1080-IDH1KD cell line; HT-1080 IDH1 knockdown viability, ATP luminescence, 48 h; 2% of 360,000 active; Potency, µM (doses to about 46.1 µM), for inactives: at the highest dose activity, negative = toxicity, usual class: cytotoxic;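 also: potency is read from the fitted curve at half-maximal effect; 0% = DMSO wells and -100% = cell-free medium wells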
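Using the IDH1-knockdown HT-1080 line run in the same batch and compound series as the NT line, viability after 48 h at 37 °C was determined by CellTiter-Glo luminescence and expressed as % activity.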
HT1080-NT tox = qHTS for induction of synthetic lethality in tumor cells producing 2HG: qHTS for the HT-1080-NT fibrosarcoma cell line | HT-1080-NT fibrosarcoma viability, CellTiter-Glo ATP luminescence, 48 h | Potency, µM (titrated, usually from 46.1 µM), inactives show at the top dose activity, negative = less viability, actives largely listed as cytotoxic | 1.6% of 360,000 active;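 also: NT is the 2HG producing partner of a matched IDH1 knockdown line; potency is read from the fitted curve at half-maximal effect; 0% = DMSO-treated cells and -100% = media-only wells without cells; nearly all actives have a fitted effect of over 55% in size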
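HT-1080-NT; 750 cells/well; 5% FBS RPMI; 48 h compound, 37 degrees C; CellTiter-Glo luminescence; curve fitting and curve-class assignment.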
An asterisk follows results filed as active; i = inactive; ? = inconclusive; . = no result given; [ ] = dose if it differs, or a comment. Unless noted, calls follow the shape of the dose curve; as a rule, active = well fitted curve in the direction sought with a large enough effect; inconclusive = small, poorly fitted or top-dose-only effect, or another doubt; inactive = no such curve, though single readings can be large; an effect the other way counts as inactive or inconclusive.

SMILES	ATXN2 expr inh	KB-3-1 cytotox	KB-V1 MDR tox	MCF10A rereplic	IL1B secr inh	SW480 rereplic	ATXN viability	HT1080 IDH1KD tx	HT1080-NT tox
CCN1C(=O)[C@H]2[C@@H](c3ccc(-c4cc(C(C)=O)cs4)cc3)N3CCCC[C@@]3(C(=O)OC)[C@H]2C1=O	3.2%	?	?	-11.4%	6.0	-1.9%	i	10.3%	9.3%
O=C(COC(=O)CCC1CCCC1)Nc1nc2c(F)c(F)c(F)cc2s1	20.3%	12.7%	15.0%	7.1%	41.5	-5.1%	i	19.8%	18.1%
O=S(=O)(c1ccccc1)c1nc(-c2cccs2)oc1NCc1cccnc1	4.7%	19.3%	1.4%	9.6%	-10.4	8.5%	i	-16.2%	-13.4%
CCc1ccc(-c2cc(C)no2)cc1S(=O)(=O)Nc1cc(C)ccn1	-10.5%	5.8%	5.2%	-2.2%	-9.3	1.5%	i	0.0%	-0.1%
Cc1cc(C)c2cc(C(c3nnnn3CC3CCCO3)N3CCN4CCCC4C3)c(=O)[nH]c2c1 (stereo not given)	-6.0%	-8.2%	2.1%	25.9%	10.8	-5.9%	i	-14.4%	3.9%
Cc1ccc(N2C(=O)C(CC(=O)Nc3ccc(F)cc3)N(Cc3ccc4c(c3)OCO4)C2=O)cc1 (stereo not given)	3.9%	-18.8%	-10.2%	.	.	.	i	.	.
CCCN1C(=O)c2ccc(C(=O)Nc3nccs3)cc2C1=O	-0.9%	-5.6%	0.1%	0.1%	-4.5	-2.8%	i	2.2%	0.9%
O=C(O)c1cc(-c2ccccc2)nn1Cc1ccccc1	13.2%	25.7%	30.3%	.	.	.	i	.	.
CCOC(=O)c1cc(C)n(Cc2ccc(OCC)c(OC)c2)c1C	-9.4%	?	-12.6%	15.0%	-26.2	22.8%	?	-25.7%	-5.1%
Cc1ccc2nc(NC(=O)c3ccc(OCC4CCCO4)cc3)sc2c1 (stereo not given)	-44.4%	?	?	20.6%	-109.9*	-1.6%	i	7.31µM*	-22.7%

In a second layout: results already given.
CCOC(=O)c1cc(C)n(Cc2ccc(OCC)c(OC)c2)c1C
  ATXN2 expr inh: -9.4%; KB-3-1 cytotox: ?; KB-V1 MDR tox: -12.6%; MCF10A rereplic: 15.0%; IL1B secr inh: -26.2; SW480 rereplic: 22.8%; ATXN viability: ?; HT1080 IDH1KD tx: -25.7%; HT1080-NT tox: -5.1%
Cc1ccc2nc(NC(=O)c3ccc(OCC4CCCO4)cc3)sc2c1 (stereo not given)
  ATXN2 expr inh: -44.4%; KB-3-1 cytotox: ?; KB-V1 MDR tox: ?; MCF10A rereplic: 20.6%; IL1B secr inh: -109.9*; SW480 rereplic: -1.6%; ATXN viability: i; HT1080 IDH1KD tx: 7.31µM*; HT1080-NT tox: -22.7%

Carrying on:
SMILES	ATXN2 expr inh	KB-3-1 cytotox	KB-V1 MDR tox	MCF10A rereplic	IL1B secr inh	SW480 rereplic	ATXN viability	HT1080 IDH1KD tx	HT1080-NT tox
CCCCN1CC(N2CCN(CCN(C)C)CC2)CS1(=O)=O (stereo not given)	10.1%	-4.3%	-24.4%	.	0.0	.	i	7.5%	-3.9%
O=C(Nc1ccc(CN2CCOCC2)cc1)c1cc2ccccn2n1	22.4µM*	-6.5%	-9.2%	23.3%	27.5	4.3%	i	-6.0%	3.7%
CC(=O)Nc1ccc(NC(=O)c2ccc(N(Cc3ccccc3C)S(C)(=O)=O)cc2)cc1	0.0%	-12.1%	-2.0%	10.6%	11.0	-0.5%	i	-19.3%	-3.4%
CC(NC(=O)COC(=O)C1CCN(c2ccc(C(F)(F)F)cn2)CC1)c1ccccc1 (stereo not given)	.	-3.8%	14.7%	.	-17.6	.	?	-0.2%	1.7%
COc1cc(OC)c(OC)cc1CNCCNC(=O)c1ccco1	-13.9%	12.5%	1.3%	-0.9%	0.1	-0.3%	i	23.8%	5.5%
Cc1ccc(NC(=O)C2OCCc3ccccc32)cc1C (stereo not given)	43.9%[activator]	-0.6%	-17.0%	13.2%	-10.9	-0.2%	.	-18.2%	-14.8%
Cc1ccc(CN2CCSc3ccc(C(=O)Nc4ccc(C)cc4)cc32)cc1	96.5%[activator]	-6.7%	0.3%	.	.	.	i	.	.
CCOC(=O)C(Cc1ccc(NC(=O)/C(=C\c2ccccc2)NC(=O)c2ccccc2)cc1)N1C(=O)c2ccccc2C1=O (stereo not given)	-5.4%	2.5%	13.0%	3.0%	23.6	0.0%	i	5.4%	0.6%
Cc1cc(C)c(C#N)c(SCc2ccccc2)n1	-2.6%	-13.6%	-20.3%	-1.4%	28.5	-1.9%	i	-1.4%	-1.0%
CN(C)C(CNC(=O)C1CCCN1C(=O)c1cccs1)c1ccccc1 (stereo not given)	5.2%	12.8%	2.0%	-10.8%	-14.9	2.2%	i	15.2%	9.0%
CCSc1ccccc1C(=O)NCc1ccco1	-7.4%	1.9%	-0.9%	3.2%	-6.0	1.0%	i	10.1%	1.2%
O=C(NCCS(=O)(=O)N1CCN(c2ccccc2)CC1)c1cccc(F)c1	-8.0%	4.9%	-3.2%	0.9%	1.7	-48.1%	i	-3.5%	-0.2%
COc1cc(C2Nc3cccc4cccc(c34)N2)ccc1O	-6.2%	5.6%	?	0.7%	-82.8*	-0.8%	?	-16.8%	-16.1%
Cc1ccc(S(=O)(=O)NCC(=O)OCC(=O)c2ccc(S(=O)(=O)N3CCCCC3)cc2)cc1C	5.5%	26.8%	8.1%	7.0%	8.4	-10.5%	i	4.4%	6.9%
CCCC(=O)Nc1ccc2c(c1)nc(CN1CCCCC1)n2C	2.3%	8.3%	1.2%	?	41.9	-43.6%[inhibitor]	i	5.3%	0.3%
CN(C(=O)COC(=O)CNC(=O)CNC(=O)c1ccc(Cl)cc1Cl)c1ccccc1	9.0%	-1.1%	0.1%	?	-143.1*	-4.5%	i	-0.1%	-1.0%
CN(CC(=O)Nc1ccc(F)c(F)c1F)C(=O)CCCSc1nc2ccccc2[nH]1	4.9%	-0.3%	?	-0.9%	11.7	1.9%	i	1.2%	5.6%
COC(=O)Nc1cccn(Cc2c(Cl)cccc2Cl)c1=O	0.9%	-9.0%	0.0%	-0.1%	0.0	-2.3%	i	-4.8%	1.6%
O=C(N/N=C/c1ccc([N+](=O)[O-])cc1)c1[nH]ncc1Br	34.2%[activator]	-7.1%	-8.5%	-34.9%[inhibitor]	-16.7	0.5%	i	0.0%	-0.7%
OC1(c2ccc3c(c2)OCO3)CCN(Cc2ccccn2)CC1	9.6%	-3.1%	-18.1%	?	-3.0	-3.5%	i	-3.3%	-8.7%
COc1cccc2cc(C(=O)Nc3ccc(CC(=O)O)cc3)c(=O)oc12	3.55µM*	19.3%	-6.2%	.	.	.	i	.	.
CCOC(=O)c1sc(=S)n(-c2ccc(C)cc2)c1SC	-5.7%	10.6%	?	-5.1%	14.0	6.1%	i	?	0.0%
CC1CN=C(c2cccn2Cc2ccc(F)cc2Cl)O1 (stereo not given)	5.0%	0.0%	14.6%	-0.7%	-2.0	-0.3%[9.22 µM]	i	10.0%	-0.1%
O=C(NCC1CCCO1)c1ccccc1S(=O)(=O)c1ccc([N+](=O)[O-])cc1 (stereo not given)	-17.6%[11.3 µM]	11.2%	-4.8%	-2.0%	18.8	-5.2%	i	5.0%	10.4%
CCCOc1ccc(C(=O)NCCc2ccccc2)cc1	?	-4.3%	-8.4%	16.5%	-20.4	-5.1%	i	0.2%	-2.6%
Nn1c(SCC(=O)Nc2cccc(Br)c2)nnc1C1CC1	.	1.7%	0.0%	14.0%	-10.4	-3.7%	i	4.8%	-4.9%
Cc1ccc(NC(=O)CNCc2cccs2)cc1Br	38.5%	-6.0%	-2.9%	?	-1.5	10.2%	i	6.3%	?
CCCCN(C(=O)c1ccccc1Br)C1CCS(=O)(=O)C1 (stereo not given)	-7.0%	3.1%	-5.7%	2.3%	3.3	-1.8%	?	-0.1%	1.4%
Fc1cccc(CCN2C(=S)NC[C@@H]2CC2CCCCC2)c1	0.0%	?	?	?	?	-1.2%	?	-8.2%	-19.8%
COc1ccc(CCNc2ncnc3c2cnn3-c2cccc(Cl)c2)cc1	-7.7%	5.5%	1.3%	.	.	.	i	.	.
Cc1ccc2nc(NC(=O)c3nc(SCc4ccccc4C)ncc3Cl)sc2c1	4.0%	10.3%	0.0%	.	.	.	i	.	.
COc1cccc(NC(=O)C2(C)CCN2Cc2ccccc2OC(F)F)c1 (stereo not given)	5.6%	-11.1%	?	.	-12.9	.	i	?	?
COc1cc([N+](=O)[O-])ccc1NC(=O)C[n+]1cccc(C)c1	-4.0%	-5.3%	?	0.6%	-8.1	-4.8%	i	-8.4%	-2.4%
COc1ccc(NC(C)=O)cc1NC(C)C(=O)Nc1ccc(S(=O)(=O)N2CCCCC2)cc1 (stereo not given)	0.7%	.	.	?	-9.5	14.9%	i	1.5%	1.7%
CC(CSc1nnnn1-c1ccccc1)Cn1c(N2CCCC2)nc2c1c(=O)[nH]c(=O)n2C (stereo not given)	14.3%	1.7%	2.31µM*	-62.4%[inhibitor]	?	-48.8%[inhibitor]	i	-0.2%	8.6%
Cc1cc2cc(C)c(NCCNC(=O)c3ccccc3F)nc2cc1C	-15.8%	1.3%	?	19.3%	0.0	-0.1%	i	-25.0%	1.2%

Compound activity deposited in PubChem BioAssay by National Center for Advancing Translational Sciences (NCATS).

Outcome played no part in choosing rows; any-hit rate near 11%.
